Screening results (PubChem)
hcDAF12 agonist = activators of H. contortus DAF-12 nuclear receptor | actives 1.4% (n = 370,000) | activation, % at 6.8 µM | HEK293 hcDAF-12 lit1-tk-luc reporter, luminescence; 0% DMSO, 100% Δ7-dafachronic acid;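 active means activation above the mean of all tested compounds plus 3 SD, cut at about 5.5% in these data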;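 further: 100% = response to 3 µM Δ7-dafachronic acid high control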
DAX1 inh-1 = NR0B1 (DAX1) inhibition | HEK293 Gal4-DAX1 luciferase reporter, luminescence | inhibition, % at 6.75 µM | actives 0.99% (n = 340,000) | AID 504766;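 active means inhibition above the mean over all tested compounds plus 3 SD, cut at about 4.2% in these data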;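 further: 0% = DAX1-transfected cells with DMSO and 100% = empty-vector control cells with DMSO; inhibition shows as a rise in luminescence from relieved DAX1 repression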
ADAM10 inh = inhibitors of human ADAM10 | O14672 | recombinant ADAM10, EDANS/DABCYL FRET peptide cleavage, 3 h | inhibition, % at 7 µM | actives 0.62% (n = 370,000) | AID 720582;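 active means inhibition above a per-campaign cutoff equal to the mean of compounds falling between control-based bounds plus 3 SD, cut at about 20% in these data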;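 further: 0% = DMSO wells while the 100% control is not disclosed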
hgDAF12 agonist = activates the H. glycines DAF-12 receptor ligand-binding domain; HEK293 GAL4-hgDAF12 UAS-luciferase reporter, agonist luminescence; normalized to butyrate control; activation, % at 6.8 µM; actives 1.8% (n = 370,000);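 active means activation above a cutoff set at the mean of all screened compounds plus 3 SD, cut at about 10% in these data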;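 further: 0% = DMSO wells and 100% = sodium butyrate wells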
NPR1 activator = GC-A (human) enzyme activation; HEK293 GC-A cells, cGMP TR-FRET, EC30 ANP; 0% at EC30 ANP, 100% saturating ANP; actives 0.14% (n = 370,000); P16066; activation, % at 10 µM; in the data active means activation above about 40%
Target sequence (P16066 whole entry, looked up): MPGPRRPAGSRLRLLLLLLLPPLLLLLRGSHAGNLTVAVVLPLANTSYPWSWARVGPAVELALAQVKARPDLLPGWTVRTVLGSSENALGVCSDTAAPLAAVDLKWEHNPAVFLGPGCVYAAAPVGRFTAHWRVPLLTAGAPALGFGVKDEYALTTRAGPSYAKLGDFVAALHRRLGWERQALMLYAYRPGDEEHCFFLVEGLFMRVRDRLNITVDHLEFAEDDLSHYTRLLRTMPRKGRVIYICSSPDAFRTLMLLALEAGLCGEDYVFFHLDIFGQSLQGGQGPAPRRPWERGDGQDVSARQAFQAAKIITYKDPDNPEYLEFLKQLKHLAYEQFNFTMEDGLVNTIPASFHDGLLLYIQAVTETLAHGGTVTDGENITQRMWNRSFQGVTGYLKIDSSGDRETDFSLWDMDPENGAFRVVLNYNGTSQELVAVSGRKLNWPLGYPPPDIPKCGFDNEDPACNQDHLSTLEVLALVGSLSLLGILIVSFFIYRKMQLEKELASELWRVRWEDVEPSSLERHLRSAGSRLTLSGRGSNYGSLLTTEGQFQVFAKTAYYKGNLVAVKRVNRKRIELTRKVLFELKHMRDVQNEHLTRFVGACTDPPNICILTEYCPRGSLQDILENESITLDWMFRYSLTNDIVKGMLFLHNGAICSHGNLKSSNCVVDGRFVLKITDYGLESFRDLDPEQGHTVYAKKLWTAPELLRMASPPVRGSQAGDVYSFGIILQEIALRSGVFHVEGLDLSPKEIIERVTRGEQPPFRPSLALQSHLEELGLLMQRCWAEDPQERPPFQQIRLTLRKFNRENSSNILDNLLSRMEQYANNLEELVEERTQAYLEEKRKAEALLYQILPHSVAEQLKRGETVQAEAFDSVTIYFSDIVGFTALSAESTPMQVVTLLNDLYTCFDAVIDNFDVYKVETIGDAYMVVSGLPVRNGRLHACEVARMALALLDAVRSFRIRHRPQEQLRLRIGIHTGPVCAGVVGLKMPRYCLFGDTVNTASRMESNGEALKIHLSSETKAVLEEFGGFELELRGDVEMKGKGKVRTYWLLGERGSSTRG
DAX1 inh-2 = inhibitors of DAX1 repression of SF-1 activated StAR promoter | HEK293T StAR-luciferase reporter, SF-1/DAX-1 repression relief | inhibition, % at 6.8 µM | actives 1.1% (n = 370,000) | AID 652010;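 active means inhibition above the mean over all tested compounds plus 3 SD, cut at about 3.6% in these data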;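 further: 0% = DAX-1 cells with DMSO and 100% = cells lacking DAX-1 with DMSO; higher inhibition means more luminescence from relief of DAX-1 repression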
ssDAF12 agonist = activators of S. stercoralis DAF-12 nuclear receptor; HEK293 ssDAF-12/GRIP1 lit1-tk-luc reporter, luminescence; % of 3 µM dafachronic acid response; activation, % at 6.8 µM; actives 1% (n = 370,000); AID 652126;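 active means activation above the mean over all tested compounds plus 3 SD, cut at about 0.9% in these data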;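 further: 0% = DMSO-only wells and 100% = 3 µM delta7-dafachronic acid wells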
ADAM17 inh = inhibitors of human ADAM17. actives 0.83% (n = 370,000). recombinant ADAM17, EDANS/DABCYL FRET peptide cleavage. P78536. inhibition, % at 6.95 µM. AID 720648;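 active means inhibition above the mean of compounds lying between control limits plus 3 SD, set per campaign, cut at about 8.5% in these data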;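 further: 0% = DMSO-only wells as the low control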
GAA850 FXN act = activators of GAA850 frataxin (FXN) promoter; HEK293 lucGAA850 FXN promoter luciferase reporter, 24 h; percent of 10 µM SAHA response; activation, % at 6 µM; actives 0.56% (n = 360,000); AID 540364;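 active means activation above the average of all compounds screened plus 3 SD, cutoff fixed separately per campaign, cut at about 7.5% in these data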;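 further: 0% = DMSO wells and 100% = 10 µM SAHA wells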
PG9 binder = PG9 antibody binding by small molecule; TR-FRET gp120-PG9 antibody binding; actives 0.43% (n = 360,000); AID 624416; inhibition, % at 6.7 µM; in the data active means inhibition above about 8.5%
SMARCA2 act = activators of SMARCA2 function; activation, % at 9.1 µM; MG213 cells, MMTV-luciferase reporter, dexamethasone, overnight; AID 652017; actives 1% (n = 370,000); in the data active means activation above about 7.8%;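 further: 0% = vehicle wells and 100% = reference activator wells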
* marks the source's active call; other numbers are inactive results; . = no result given.

Start of the data: the first six entries as a preview:
SMILES	hcDAF12 agonist	DAX1 inh-1	ADAM10 inh	hgDAF12 agonist	NPR1 activator	DAX1 inh-2	ssDAF12 agonist	ADAM17 inh	GAA850 FXN act	PG9 binder	SMARCA2 act
COc1ccccc1CNC(=O)c1ccc(OCc2c(C)noc2C)c(OC)c1	-2.5	-2.0	2	0.4	1	-0.8	-1.5	-1	0.9	-1.8	2
Cc1cccc(NC(=S)NCCN2CCOCC2)c1C	0.4	-0.5	-8	-1.0	-4	0.2	-0.6	-1	0.5	-1.9	0
Cc1ccc(Nc2nc(OC(C(F)(F)F)C(F)(F)F)nc(N3CCOCC3)n2)cc1	-2.5	-0.4	-4	-2.4	0	-0.9	-1.7	5	-0.1	-0.1	-2
N#CCC(=O)Nc1sc2c(c1C(N)=O)CCCC2	0.1	1.6	-53	-2.7	-11	-0.2	-1.0	-12	0.3	-0.8	1
C=CCN(CC#Cc1ccc(OC)cc1)CC=C	0.2	.	-4	-0.6	4	-0.6	-0.7	-1	.	.	-1
O=C(NCc1ccco1)c1ccc(Br)s1	-1.3	-0.1	2	0.9	3	0.1	-1.4	-5	1.3	0.9	0

Results, previewed entries included:
SMILES	hcDAF12 agonist	DAX1 inh-1	ADAM10 inh	hgDAF12 agonist	NPR1 activator	DAX1 inh-2	ssDAF12 agonist	ADAM17 inh	GAA850 FXN act	PG9 binder	SMARCA2 act
COc1ccccc1CNC(=O)c1ccc(OCc2c(C)noc2C)c(OC)c1	-2.5	-2.0	2	0.4	1	-0.8	-1.5	-1	0.9	-1.8	2
Cc1cccc(NC(=S)NCCN2CCOCC2)c1C	0.4	-0.5	-8	-1.0	-4	0.2	-0.6	-1	0.5	-1.9	0
Cc1ccc(Nc2nc(OC(C(F)(F)F)C(F)(F)F)nc(N3CCOCC3)n2)cc1	-2.5	-0.4	-4	-2.4	0	-0.9	-1.7	5	-0.1	-0.1	-2
N#CCC(=O)Nc1sc2c(c1C(N)=O)CCCC2	0.1	1.6	-53	-2.7	-11	-0.2	-1.0	-12	0.3	-0.8	1
C=CCN(CC#Cc1ccc(OC)cc1)CC=C	0.2	.	-4	-0.6	4	-0.6	-0.7	-1	.	.	-1
O=C(NCc1ccco1)c1ccc(Br)s1	-1.3	-0.1	2	0.9	3	0.1	-1.4	-5	1.3	0.9	0
Nn1c(SCC(=O)Nc2ccc(F)cc2)nnc1C1CCCCC1	-0.2	0.5	-4	1.3	-2	-1.0	-1.3	0	-1.8	1.7	-3
Cc1ccccc1NS(=O)(=O)c1cc(C(=O)Nc2cccc([N+](=O)[O-])c2)ccc1C	-4.3	-0.2	27*	-5.0	-5	-0.9	-2.3	11*	-1.6	0.4	-7
O=C(COC(=O)c1ccc(O)cc1)Nc1ccc2[nH]c(=O)[nH]c2c1	0.6	0.0	-8	2.4	1	0.1	0.7	-4	0.7	-2.1	-1
CC(=O)NS(=O)(=O)c1ccc(NC(=O)c2ccccc2F)cc1	-0.6	0.2	-4	-1.2	-1	-0.6	-1.2	-5	-0.1	2.6	0
O=C(N/N=C(\Cc1ncc[nH]1)c1ccccc1)c1ccccc1	0.7	.	-10	7.6	-4	-0.1	-0.6	-1	.	0.4	4
COc1cccc(CNC(=O)C2CCC(CNc3c(N4CCC(C)CC4)c(=O)c3=O)CC2)c1 (stereo not given)	-1.2	-0.1	-7	0.2	-3	0.4	-1.2	-8	-0.6	-1.0	-3
CC(=O)Cc1nsc(NC(=O)c2ccc(COc3cccc(C)c3)o2)n1	-2.2	1.2	-2	0.7	-3	0.2	-0.8	1	-1.6	1.1	-4
Cc1ccc(-c2nc(CS(=O)CC(=O)NCCN3CCCC3)c(C)o2)cc1 (stereo not given)	2.2	0.7	-13	2.0	7	1.7	-0.7	0	1.2	-1.4	-3
NS(=O)(=O)c1ccc(NC(=O)CN2CCCc3ccccc32)cc1	3.2	-0.3	-8	4.4	1	-0.6	-0.5	-6	1.1	-0.7	-2
CCOC(=O)C1CCCN(Cc2cn[nH]c2-c2ccc(F)cc2F)C1 (stereo not given)	0.6	0.8	-10	-3.6	1	0.8	-1.5	0	1.1	0.2	-5
c1ccc(-c2nn3c(C4CCCCC4)nnc3s2)cc1	-0.3	1.2	2	-3.3	-4	-0.9	-0.7	3	2.3	-1.1	4
Cc1ccc(-n2nc3c(=O)n(CC(=O)NCCc4ccc(Cl)cc4)nc(C)c3c2C)cc1	1.6	0.1	0	0.1	-6	0.4	-0.7	-2	2.0	-1.8	0
CC(C)(C)Cc1c(-c2ccc(C#N)cc2)nc2ccc(Cl)cn12	0.4	-0.3	-30	1.7	-2	0.2	-1.1	-7	-1.5	-0.6	1
O=C(NCc1ccccc1)c1ccc(CS(=O)(=O)c2ccccc2)o1	-2.9	0.1	-14	-1.2	-6	-0.8	-0.9	-2	-0.3	-0.3	-5
O=c1c(F)cn(C2CCCO2)c(=O)n1Cc1ccccc1Cl (stereo not given)	-1.6	0.4	-8	-0.6	4	1.3	-1.8	1	3.3	0.4	-2
CCOC(=O)c1ccc(N2CCN(c3ccccc3F)CC2)c(NC(=O)Nc2ccccc2)c1	-3.8	-1.1	5	-2.1	-5	-0.6	-1.9	4	-1.2	-2.9	-4
COc1cccc2sc(=NC(=O)CS(=O)(=O)c3ccccc3)n(C)c12	1.2	0.5	-8	2.6	-4	0.5	-1.2	-3	1.5	-0.6	3
O=C(Nc1ccccc1N1CCCC1)C1CCN(S(=O)(=O)c2cccc(C(F)(F)F)c2)CC1	-2.5	-0.6	4	-3.7	4	-1.3	-1.2	-1	-4.8	-1.5	-2
COc1ccc(NC(=O)c2c(NC(=O)CNCC(C)C)sc3c2CCC3)c(OC)c1	-0.8	-1.7	-11	0.2	-5	-0.3	-1.5	-7	1.9	11*	1

(listing goes on)
SMILES	hcDAF12 agonist	DAX1 inh-1	ADAM10 inh	hgDAF12 agonist	NPR1 activator	DAX1 inh-2	ssDAF12 agonist	ADAM17 inh	GAA850 FXN act	PG9 binder	SMARCA2 act
Cc1cc(NC(=O)CC2CCCC2)n(-c2nc3ccccc3[nH]2)n1	-0.7	-0.8	15	1.1	4	-0.8	-1.0	2	2.7	-1.0	-2
COc1ccc(CCNc2ncnc3c2c(C)c(C)n3CCCN(C)C)cc1OC	-2.0	0.4	-6	0.4	-8	0.1	-1.6	-4	0.1	0.3	-1
CCN(CC)C(=O)Cn1cc(C(=O)C(=O)N2CCc3ccccc32)c2ccccc21	1.1	-0.3	5	2.6	-1	0.2	-0.5	3	-2.2	0.5	0
Cc1ccc(NC(=O)c2noc3c2CC(C(C)(C)C)CC3)cc1 (stereo not given)	-0.1	-0.4	4	-0.7	1	0.8	-1.6	2	2.2	-2.7	-3
O=C(N/N=C/c1ccncc1)c1nc2ccccc2c(=O)[nH]1	-0.2	1.3	11	7.5	-6	0.9	-1.3	2	0.9	-0.1	1
O=C1C=C(Nc2ccc(F)cc2)c2ccccc2C1=O	0.5	-0.8	-4	2.4	-3	-0.1	-0.9	-2	-0.4	-13	-1
CC(C)Cc1nnc(NC(=O)c2ccc3c(c2)NC(=O)C(C)S3)s1 (stereo not given)	-0.3	-0.5	-4	0.9	1	-0.5	0.0	-5	0.5	-0.2	-3
N#Cc1c(C(F)(F)F)cc(-c2cccs2)nc1SCc1cccnc1	-1.0	1.0	-101	2.8	10	1.5	-1.2	-34	0.8	1.6	-1
COc1ccc(OCC(O)CNCCNc2nccc(C(F)(F)F)n2)cc1 (stereo not given)	0.0	1.6	3	-2.4	-6	0.2	-0.9	0	0.2	-1.1	1
O=C(CC1SCCNC1=O)NCc1ccccc1 (stereo not given)	1.3	0.0	-12	1.4	4	0.4	-1.0	-3	-0.7	0.2	1
O=C(c1ccco1)N1CCN(C2CN(Cc3ccc(F)cc3)S(=O)(=O)C2)CC1 (stereo not given)	-1.4	.	-6	-0.8	-3	0.6	-1.4	-6	.	0.9	-3
Cc1cccc(C)c1NC(=O)CCS(=O)(=O)c1ccc(Br)cc1	-0.8	-0.8	-3	-0.4	1	-0.4	-0.8	-6	0.1	-1.8	-2
O=C(COc1ccc([N+](=O)[O-])cc1)Nc1cccnc1	-1.1	1.0	-2	1.1	1	0.8	-1.6	-4	-0.4	-0.3	0
CC(C)CC(NS(=O)(=O)c1ccc2c(c1)oc(=O)n2C)C(=O)NC1CCCc2ccccc21 (stereo not given)	-2.4	0.7	-9	-1.4	2	0.1	-1.3	-2	2.6	-1.2	-1
COc1ccc2[nH]c(=O)c(CN(Cc3cccs3)Cc3nnnn3C(C)(C)C)cc2c1	-2.7	0.5	-107	-2.5	-14	-1.9	-1.8	-43	6.6	0.4	1
Cc1ccc2nc(-c3cccc(Br)c3)c(Cc3ccccn3)n2c1	2.0	.	-136	7.6	-1	5.1*	1.1*	-34	.	0.3	-2
